Bioassay records: PubChem, several laboratories
NCOA2 inhibitor: inhibition of GAL4-SRC2 driven luciferase reporter, primary screen, SRC2 inhibitor project, cell-based, luminescence | Nuclear receptor coactivator 2 (Homo sapiens), Q15596 | HEK293 GAL4-SRC2 luciferase reporter | inhibition, % at 9 µM | actives 0.17% (n = 370,000) | AID 651957, 2012;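 active = inhibition above the mean inhibition of all tested compounds plus 3 SD, set per campaign, cut at about 52% in these data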;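 also: 0% = DMSO treated cells and 100% = cells given Gossypol at 36 µM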
NCOA1 inh: SRC1 coactivator transcriptional activity inhibitors, primary screen, cell-based, luminescence. inhibition, % at 3.6 µM. HEK293 GAL4-SRC1 luciferase reporter. actives 0.12% (n = 360,000). Nuclear receptor coactivator 1 (Homo sapiens), Q15788. AID 588354, 2011;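 active = inhibition above the campaign mean plus 3 SD, with each screening campaign given its own cutoff, cut at about 60% in these data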;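 also: 0% = DMSO treated cells and 100% = gossypol at 36 µM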
TROY signal inh: inhibitors of TROY-driven NF-kB signaling, primary screen, Q293 LMP1-TROYcd cells, NF-kB luciferase, uHTS; Q293 LMP1-TROYcd NF-kB luciferase reporter, 4 h; inhibition, % at 10 µM; actives 0.98% (n = 360,000); AID 1347056, 2019;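 active = compounds whose plate-normalised and pattern-corrected inhibition of the luciferase reporter signal at the single screening dose is 50% or more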
KKLEB tox: cytotoxicity in KKLEB CF airway cells, primary screen, cytotoxicity control for CF NF-kB inhibitor project, cell-based, uHTS, fluorescence assay plates; actives 0.36% (n = 360,000); AID 602141, 2011; activity change (cytotoxicity), % at 5 µM; KKLEB CF airway cells viability, ATPlite luminescence, overnight; stronger effect = lower value; cells stimulated with P. aeruginosa culture filtrate;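 active = corrected activity change at or below -50% at 5 µM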
C8 TRAIL sens: viability loss with TRAIL in NB7+C8 cells, primary screen, TRAIL sensitizer project, cell-based, ATPlite luminescence; inhibition (viability loss, TRAIL sensitization), % at 10 µM; actives 1% (n = 360,000); AID 624354, 2012;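 active = compounds causing at least 50% loss of cell viability in the single-dose screen, relative to plate controls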
NR2F2 inh: NR2F2 transcriptional activity inhibitors, primary screen, cell-based, luciferase reporter, HEK293T, luminescence. COUP transcription factor 2 (Homo sapiens), P24468. HEK293T NGFI-A luciferase reporter. inhibition, % at 8.6 µM. actives 0.7% (n = 370,000). AID 686940, 2013;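 active = inhibition above a per-plate cutoff, mean inhibition of test wells between control levels plus 3 SD, cut at about 38% in these data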;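 also: cells cotransfected with COUP-TFII expression vector driving the NGFI-A reporter; 0% = median of COUP-TF2 test wells and 100% = reporter-only cells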
Target sequence (P24468 whole entry, looked up): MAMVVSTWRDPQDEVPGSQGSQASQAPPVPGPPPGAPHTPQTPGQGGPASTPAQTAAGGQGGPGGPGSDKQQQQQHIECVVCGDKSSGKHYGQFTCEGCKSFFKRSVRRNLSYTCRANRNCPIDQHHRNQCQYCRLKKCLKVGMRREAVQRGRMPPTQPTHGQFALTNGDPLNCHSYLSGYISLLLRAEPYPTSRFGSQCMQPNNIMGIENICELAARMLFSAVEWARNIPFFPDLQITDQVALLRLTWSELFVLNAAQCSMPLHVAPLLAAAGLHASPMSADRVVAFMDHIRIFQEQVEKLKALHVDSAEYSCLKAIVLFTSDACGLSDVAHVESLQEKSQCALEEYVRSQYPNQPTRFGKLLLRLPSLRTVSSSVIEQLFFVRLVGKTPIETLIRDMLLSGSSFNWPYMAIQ
NCOA3 inh: SRC3 coactivator transcriptional activity inhibitors, primary screen, cell-based, luminescence; Nuclear receptor coactivator 3 (Homo sapiens), Q9Y6Q9; HEK293 GAL4-SRC3 luciferase reporter; inhibition, % at 3.6 µM; actives 0.17% (n = 360,000); AID 588352, 2011;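 active = inhibition above a per-campaign cutoff, the mean of all compounds plus 3 SD, cut at about 60% in these data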;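 also: 0% = DMSO-treated cells and 100% = gossypol-treated cells at 36 µM; higher means less SRC3-driven luciferase light from the GAL4 reporter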
CF NFkB inh: inhibitors of PAF-induced NF-kB signaling, primary screen, cell-based, GFP fluorescence, uHTS; KKLEB NF-kB-GFP reporter, GFP fluorescence overnight; inhibition, % at 5 µM; actives 0.86% (n = 360,000); AID 588850, 2011;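 active = at least 50% inhibition at 5 µM, scaled per plate between neutral and stimulator controls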;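 also: PAF is a Pseudomonas aeruginosa culture filtrate used as stimulus; plate controls were PAF-stimulated DMSO wells for no effect and unstimulated DMSO wells for full effect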
TWEAK-Fn14 inh: inhibitors of TWEAK-Fn14 signaling, primary screen, luciferase reporter cells, uHTS. inhibition, % at 10 µM. actives 2% (n = 360,000). TWEAK-stimulated Fn14 reporter cells, luciferase luminescence, 8 h; in the data active = inhibition above about 50%
LMP1 NFkB inh: EBV LMP1-driven NF-kappaB luciferase reporter inhibitors, primary screen, cell-based, luminescence, single point; LMP1-induced NF-kappaB luciferase reporter cells; actives 0.69% (n = 350,000); inhibition, % at 12.5 µM; in the data active = inhibition above about 41%;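 also: 0% = neutral control wells and 100% = reference inhibitor control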
NR5A2 inv ag: LRH-1 (NR5A2) inverse agonists, primary screen, cell-based, luminescence, HEK293T, StAR-luciferase reporter; actives 0.13% (n = 360,000); inhibition, % at 3.6 µM; LRH-1 transfected, 24 h;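 active = inhibition above the mean inhibition of all tested compounds plus 3 SD, cut at about 73% in these data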;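 also: 0% = DMSO wells and 100% = reporter-only cells lacking LRH-1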
Target sequence (O00482 whole entry, looked up): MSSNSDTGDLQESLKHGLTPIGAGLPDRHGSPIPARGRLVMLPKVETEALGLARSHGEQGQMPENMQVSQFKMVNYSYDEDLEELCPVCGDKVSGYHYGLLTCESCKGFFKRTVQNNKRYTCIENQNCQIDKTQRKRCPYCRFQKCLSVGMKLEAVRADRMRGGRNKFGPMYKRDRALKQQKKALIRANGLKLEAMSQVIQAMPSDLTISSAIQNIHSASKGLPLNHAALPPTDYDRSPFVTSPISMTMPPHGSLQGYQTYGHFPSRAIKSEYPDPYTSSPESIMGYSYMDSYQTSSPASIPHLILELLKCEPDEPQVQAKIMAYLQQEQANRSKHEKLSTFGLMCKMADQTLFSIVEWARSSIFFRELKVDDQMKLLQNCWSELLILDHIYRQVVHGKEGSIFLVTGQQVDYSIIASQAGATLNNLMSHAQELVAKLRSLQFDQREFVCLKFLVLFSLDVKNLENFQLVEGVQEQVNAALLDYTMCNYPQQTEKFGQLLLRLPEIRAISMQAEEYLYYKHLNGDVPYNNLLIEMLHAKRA
* marks the source's active call; other numbers are inactive results; / = not tested or not shown. No enrichment for hits; about 4.2% have a hit in one of these screens.

molecule,NCOA2 inhibitor,NCOA1 inh,TROY signal inh,KKLEB tox,C8 TRAIL sens,NR2F2 inh,NCOA3 inh,CF NFkB inh,TWEAK-Fn14 inh,LMP1 NFkB inh,NR5A2 inv ag
Cc1ccc(S(=O)(=O)c2c(COC(=O)c3ccc(Cl)cc3)c(-c3ccccc3)nn2C)cc1,-17,-3,5,-5,0,-3,3,-1,-6,-14,3
COCCN1C(=O)CCC1(C)C(=O)Nc1c(C)cccc1C (configuration not stated),-39,10,2,3,-1,-2,0,-3,17,/,18
CC1=NCCN1S(=O)(=O)c1c(C(C)C)cc(C(C)C)cc1C(C)C,-21,-8,-8,20,0,0,12,-2,2,5,17
O=[N+]([O-])c1nn(-c2ccccc2)[n+]([O-])c1N1CCN(c2ccccc2F)CC1,-3,0,1,6,4,-1,21,2,-69,8,3
O=S(=O)(Nc1ccc(-c2ccccc2)cc1)c1ccccc1,14,11,-19,4,10,-1,6,17,-3,8,0
COc1ccc(-c2nc(Cn3c(SCc4ccc(C)cc4)nc4ccncc43)c(C)o2)cc1OC,-49,-49,-52,-8,3,-6,-26,-34,-6,-9,-21
COCC(C)NC(=O)c1cc2c(ccc3ccccc32)oc1=O (configuration not stated),-45,-1,-21,-14,5,-52,-10,-19,-20,-6,-30
CS(=O)(=O)N(CC(=O)NCC1CCCO1)c1cc(Cl)c(Cl)cc1Cl (configuration not stated),-4,-15,-7,11,-2,-6,17,-2,-2,-11,-6
COc1ccc(C(C(=O)NC(C)(C)C)N(CCO)C(=O)CCC(=O)Nc2cc(C)on2)cc1 (configuration not stated),-15,2,13,2,8,-17,3,4,9,0,2
Nc1ccc2nc(-c3ccccc3)c(-c3ccccc3)nc2c1,-24,-18,1,-16,6,-12,-15,67*,12,-23,3
COc1ccc(CCNC(=S)Nc2ccc(C)cc2C)cc1,-3,3,-6,11,-10,9,20,-2,-1,7,-4
O=C1C=C(c2cccs2)C[C@H](c2ccccc2)[C@H]1n1nnc([N+](=O)[O-])n1,13,6,2,-19,20,10,9,40,30,-177,34
CC(C)Cn1nc(NC(=O)c2cccs2)c2cc3ccccc3nc21,-15,0,9,8,-17,14,5,1,-14,9,6
O=C(COC(=O)COc1ccc(Cl)cc1)Nc1cccnc1Cl,-1,-16,-13,7,-9,-10,2,1,-19,0,12
Brc1cnc2nc(SCc3nc4ccccc4[nH]3)[nH]c2c1,-17,-36,-5,-1,-5,-21,-8,17,-12,/,-9
CCOC(=O)c1c(NC(=O)CN2C(=O)NC(C)(c3ccc(Cl)cc3)C2=O)sc(C(=O)NC)c1C (configuration not stated),-15,-5,-11,-7,-2,7,18,23,3,1,24
Cn1cc(Br)c(C(=O)NN2C(=O)C3C4C=CC(C5CC45)C3C2=O)n1 (configuration not stated),-5,9,-15,13,-3,-14,-6,-4,0,-7,19
O=S(=O)(c1cccc(-c2cn3cccnc3n2)c1)N1CCOCC1,-5,12,6,-1,4,0,7,-4,-4,8,-7
CCCc1ccccc1OCCNS(=O)(=O)c1cc2c(cc1C)OCC(=O)N2,11,8,6,-5,12,2,10,-1,0,4,17
COc1ccc(NC(=O)CN2C(=O)C(C)Oc3ccccc32)cc1OC (configuration not stated),7,6,-2,9,-6,13,4,-2,10,3,5
COc1cccc(NC(=O)CN(C)C(=O)c2cccc(S(=O)(=O)N3CC4(C)CC3CC(C)(C)C4)c2)c1 (configuration not stated),-27,0,8,-21,16,-4,17,-43,13,-3,-33
CN1CCN(S(=O)(=O)c2ccc(C(F)(F)F)cc2)C(c2ccccc2)C1 (configuration not stated),26,7,0,-38,-7,-3,-3,10,10,-3,15
NS(=O)(=O)c1ccc(CCNS(=O)(=O)c2ccccc2)cc1,16,-2,5,10,-4,-3,17,-13,17,-3,0
CCOc1ccc(NC(=O)CCNS(=O)(=O)c2cccc3nsnc23)cc1,0,0,-2,13,2,-8,5,0,20,1,-4
CCOc1ccc(N(C)S(=O)(=O)c2cc(-c3cc(C)no3)ccc2C(C)C)cc1,11,8,-15,5,8,15,13,12,-7,1,2

Sorted by the number under NR2F2 inh (largest number first): 6 of the compounds above.
SMILES,NCOA2 inhibitor,NCOA1 inh,NR2F2 inh,NCOA3 inh,CF NFkB inh,TWEAK-Fn14 inh,LMP1 NFkB inh,NR5A2 inv ag
COc1ccc(NC(=O)CN2C(=O)C(C)Oc3ccccc32)cc1OC (configuration not stated),7,6,13,4,-2,10,3,5
O=S(=O)(c1cccc(-c2cn3cccnc3n2)c1)N1CCOCC1,-5,12,0,7,-4,-4,8,-7
O=S(=O)(Nc1ccc(-c2ccccc2)cc1)c1ccccc1,14,11,-1,6,17,-3,8,0
NS(=O)(=O)c1ccc(CCNS(=O)(=O)c2ccccc2)cc1,16,-2,-3,17,-13,17,-3,0
CS(=O)(=O)N(CC(=O)NCC1CCCO1)c1cc(Cl)c(Cl)cc1Cl (configuration not stated),-4,-15,-6,17,-2,-2,-11,-6
Brc1cnc2nc(SCc3nc4ccccc4[nH]3)[nH]c2c1,-17,-36,-21,-8,17,-12,/,-9

Records above printed as active in CF NFkB inh:
SMILES	NCOA2 inhibitor	NCOA1 inh	NR2F2 inh	NCOA3 inh	CF NFkB inh	TWEAK-Fn14 inh	LMP1 NFkB inh	NR5A2 inv ag
Nc1ccc2nc(-c3ccccc3)c(-c3ccccc3)nc2c1	-24	-18	-12	-15	67*	12	-23	3

More records.
molecule,NCOA2 inhibitor,NCOA1 inh,TROY signal inh,KKLEB tox,C8 TRAIL sens,NR2F2 inh,NCOA3 inh,CF NFkB inh,TWEAK-Fn14 inh,LMP1 NFkB inh,NR5A2 inv ag
CCOC(=O)c1[nH]c2ccc(F)cc2c1NC(=O)Nc1ccccc1OC,-22,16,-2,-22,-23,-5,-27,9,0,-34,4
CC(C)OC(=O)c1cc(NC(=O)c2nn(C)cc2Br)cc(C(=O)OC(C)C)c1,-18,-16,6,1,2,8,12,-1,32,-7,7
N#Cc1ccc(NC(=O)COC(=O)C2CCC2)cc1,-10,-5,-22,19,5,12,12,-2,8,-4,29
CC(C)Cc1nc2c(nnn2Cc2ccccc2F)c(=O)[nH]1,2,-5,10,-3,1,1,-18,13,-1,-2,-18
Cc1nc(/N=C\c2ccc(N(C)C)cc2)sc1C,-7,-6,9,0,-6,-10,10,8,6,-9,9
COC(=O)CCC/C=C1/SCC(NC(=O)c2ccccc2)/C1=N/O (configuration not stated),9,6,16,13,-8,-18,-4,11,-8,-3,8
O=C(CSc1nc(O)cc(=O)[nH]1)N1c2ccccc2CCc2ccccc21,-9,6,-17,-5,1,21,12,4,2,-6,-2
C=C(C)Cn1c(CCNC(=O)CC)nc2ccccc21,-2,4,16,-4,27,6,-18,7,-5,3,9
O=C(Nc1nnc2n1CCS2)c1ccco1,23,-2,7,-2,8,-12,-10,14,-4,4,-4
CCCCc1c(-c2ccccc2Br)ncn1CCc1ccccc1OC,9,/,41,/,25,21,/,/,47,/,-32
CC1(C)Cc2c(sc(NC(=O)c3ccc4ncsc4c3)c2C(N)=O)C(C)(C)N1,-28,-45,-31,-22,7,-9,-38,6,-56,3,-13
Cc1nc2ccc(NC(=O)c3cccnc3)cc2s1,-38,-3,-10,-6,-32,2,9,10,-5,-8,-16
C=CCNC(=S)NCCO,-19,18,21,2,3,7,1,-3,-4,1,6
O=C(COC(=O)c1cccnc1Cl)Nc1ccc(N2CCOCC2)cc1,-3,-19,-2,7,-6,16,-6,10,-16,-10,40
CC1(N2CCCCC2)C(=O)c2ccccc2C1=O,-11,-5,-14,-2,3,17,4,-1,11,2,13
O=C(Nc1nc(-c2cccs2)cs1)c1ccc(Cl)cc1,-64,-19,-20,-6,4,-56,-19,6,2,-6,-38
O=C(O)CCc1ccc(-c2ccccc2)n1NC(=O)c1ccco1,-32,-8,6,3,-11,-16,13,9,2,-8,-11
CN(C)c1ccc(N=Nc2ccccc2Br)cc1,-58,-132,47,-34,55*,-68,-59,-9,77*,-63,-96
S=C(NCCc1ccccc1)Nc1ccccc1N1CCOCC1,-9,14,-19,16,-7,6,11,-7,18,-3,-4

In the list so far, 2 contain a furan ring, fused or not:
molecule,NCOA2 inhibitor,NCOA1 inh,TROY signal inh,KKLEB tox,C8 TRAIL sens,NR2F2 inh,NCOA3 inh,CF NFkB inh,TWEAK-Fn14 inh,LMP1 NFkB inh,NR5A2 inv ag
O=C(Nc1nnc2n1CCS2)c1ccco1,23,-2,7,-2,8,-12,-10,14,-4,4,-4
O=C(O)CCc1ccc(-c2ccccc2)n1NC(=O)c1ccco1,-32,-8,6,3,-11,-16,13,9,2,-8,-11

Random excerpt: two entries already listed, in no set order.
molecule,NCOA2 inhibitor,NCOA1 inh,TROY signal inh,KKLEB tox,C8 TRAIL sens,NR2F2 inh,NCOA3 inh,CF NFkB inh,TWEAK-Fn14 inh,LMP1 NFkB inh,NR5A2 inv ag
S=C(NCCc1ccccc1)Nc1ccccc1N1CCOCC1,-9,14,-19,16,-7,6,11,-7,18,-3,-4
C=C(C)Cn1c(CCNC(=O)CC)nc2ccccc21,-2,4,16,-4,27,6,-18,7,-5,3,9
